Pf growth 48h = Primary qHTS for delayed death inhibitors of the malarial parasite plastid, 48 hour incubation; P. falciparum luciferase growth in erythrocytes, 48 h; Potency, µM (doses to about 28.7 µM), inactives show top-dose activity change, negative = inhibition, actives largely listed as inhibitors; 310,000 tested, 5.9% active; AID 504832, 2011; further: potency means the concentration at half of the fitted maximal effect; on the % scale 0 is the no-effect control and ±100 the full control effect
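Parasite viability was followed by luminescence of a genomically integrated firefly luciferase. Cultures held 0.1% parasitemia at 2% hematocrit (final), incubated under 5% CO2 at 37 C.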
Cycloheximide cs = Cycloheximide Counterscreen for Small Molecule Inhibitors of Shiga Toxin; 300,000 tested, 12% active; max response, %; cell reporter, cycloheximide protein synthesis inhibition counterscreen; in the data active means max response mostly above about 13%, no sharp cut-off; inactive means mostly below about 14%; further: read at 38.3 µM for the half of the compounds with a filed dose; 0% is about no effect
Tb PYK inh = qHTS of Trypanosoma Brucei Inhibitors. pyruvate kinase (Trypanosoma brucei), Q57TT1. TbPYK enzyme, Kinase-Glo Plus ATP luminescence, 45 min. Potency, µM (doses to about 76.8 µM), for inactives: at the top dose activity, negative = inhibition, actives largely listed as inhibitors. 410,000 tested, 0.12% active; further: potency means the concentration at half of the fitted maximal effect; on the % scale 0 is the no-effect control and ±100 the full control effect; nearly all actives have a fitted effect of over 50% in size
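Readout: single end-point luminescence (Kinase-Glo Plus, 10 min). Reaction conditions were TbPYK/substrate plus 130 uM ADP, 45 min at RT, pH 7.2 TEA buffer. No-enzyme wells served as controls, and data were normalized before concentration-response fitting.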
Pf growth 96h = Primary qHTS for delayed death inhibitors of the malarial parasite plastid, 96 hour incubation; P. falciparum luciferase reporter growth, 96 h; Potency, µM (top dose mostly 28.7 µM), without a hit: at the top dose activity change, negative = inhibition, most hits filed as inhibitors; 320,000 tested, 6.9% active; AID 504834, 2011; further: potency means the concentration at half of the fitted maximal effect; on the % scale 0 is the no-effect control and ±100 the full control effect
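Delayed-death screen, second-generation endpoint: infected erythrocytes, 2% hematocrit, 0.05% parasitemia final; 96 hours at 37 C, 5% CO2; luciferase detection reagent; luminescence decrease equals reduced growth.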
AmpC no deterg = qHTS Inhibitors of AmpC Beta-Lactamase (assay without detergent); 330,000 tested, 0.52% active; AmpC nitrocefin hydrolysis, absorbance 480 nm, 0.0001% Triton; AID 485341, 2010; Potency, µM (highest dose often 57.1 µM), for the others: at the top dose activity change, negative = inhibition, most hits filed as inhibitors;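 further: potency means the concentration at half of the fitted maximal effect; plate controls were no compound for no effect and no enzyme for full effect; nearly all actives have a fitted effect of over 20% in size; some results filed as inactive show a strong effect at the top dose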
Target sequence (P00811 whole entry, looked up): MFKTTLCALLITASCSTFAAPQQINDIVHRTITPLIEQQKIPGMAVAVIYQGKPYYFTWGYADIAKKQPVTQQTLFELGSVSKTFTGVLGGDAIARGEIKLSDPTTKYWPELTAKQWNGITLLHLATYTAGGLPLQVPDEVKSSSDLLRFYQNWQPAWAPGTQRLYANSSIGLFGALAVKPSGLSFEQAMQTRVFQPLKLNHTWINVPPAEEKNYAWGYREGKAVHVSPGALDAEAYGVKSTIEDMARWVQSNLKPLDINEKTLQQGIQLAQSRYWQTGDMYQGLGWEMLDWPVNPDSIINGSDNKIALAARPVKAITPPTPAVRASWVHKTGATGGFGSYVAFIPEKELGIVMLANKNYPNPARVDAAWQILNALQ
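20 mM phosphate pH 7.0 + 0.01% (detergent screen) or 0.0001% Triton X-100; 5.3 nM AmpC reagent; cpd preinc 15 min RT; nitrocefin (800 uM stock) to start; A480 q20 s × 4 min; Activity was normalised to no-enzyme and no-compound control wells.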
LmPK inh = qHTS Assay for Inhibitors of Leishmania Mexicana Pyruvate Kinase (LmPK) | Q27686 | purified LmPK, Kinase-Glo ATP luminescence, 1 h | Potency, µM (series often up to 57.5 µM), for inactives: at the highest dose activity change, negative = inhibition, actives largely listed as inhibitors | 290,000 tested, 0.37% active; further: potency means the concentration at half of the fitted maximal effect; on the % scale 0 is the no-effect control and ±100 the full control effect
Target sequence (Q27686 whole entry, looked up): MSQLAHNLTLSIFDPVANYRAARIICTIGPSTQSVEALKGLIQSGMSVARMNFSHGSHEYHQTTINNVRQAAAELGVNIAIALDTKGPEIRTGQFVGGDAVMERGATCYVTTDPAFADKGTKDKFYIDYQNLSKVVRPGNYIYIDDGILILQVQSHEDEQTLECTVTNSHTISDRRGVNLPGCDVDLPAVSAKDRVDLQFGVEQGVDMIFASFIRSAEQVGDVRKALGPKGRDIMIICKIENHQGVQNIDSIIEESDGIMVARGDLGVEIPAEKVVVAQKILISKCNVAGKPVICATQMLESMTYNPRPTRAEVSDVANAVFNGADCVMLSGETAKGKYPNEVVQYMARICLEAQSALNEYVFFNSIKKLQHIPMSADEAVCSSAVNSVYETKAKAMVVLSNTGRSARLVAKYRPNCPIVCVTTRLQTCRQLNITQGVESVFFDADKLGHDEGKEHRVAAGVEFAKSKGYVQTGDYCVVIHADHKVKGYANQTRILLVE
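Purified LmPK (0.1 nM) with 0.5 mM PEP and 0.1 mM ADP in imidazole buffer pH 7.2 with MgCl2/KCl, 1 h at room temperature. ATP formed was read by luciferase luminescence and normalized to no-enzyme and uninhibited controls.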
Shiga toxin inh = A qHTS for Small Molecule Inhibitors of Shiga Toxin | Vero cells, Shiga toxin protein synthesis inhibition reporter | inhibition, % at 38.7 µM | 290,000 tested, 9.2% active; in the data active means inhibition mostly above about 28%, no sharp cut-off; inactive means mostly below about 43%; further: 0% is about no effect
* marks the source's active call; other numbers are inactive results; ? = inconclusive; nt = no result given; [ ] = remark or other dose. Unless noted, the call rests on the fitted dose curve; in most records, active means well fitted curve in the direction sought with a large enough effect; inconclusive means small, poorly fitted or top-dose-only effect, or another doubt; inactive means no such curve, though single readings can be large; an effect the other way counts as inactive or inconclusive. Random draw from the library; about 22% have a hit in one of these screens.

SMILES | Pf growth 48h | Cycloheximide cs | Tb PYK inh | Pf growth 96h | AmpC no deterg | LmPK inh | Shiga toxin inh
COc1ccc(NS(=O)(=O)NC(=O)c2c(C)n(C)c3ccccc23)cc1 | 28% | 24* | 2% | 8% | -10% | 3% | -6
N#CC1(c2c(O)nc3n(c2=O)CCCS3)CCCCC1 | 12% | -2 | -2% | ? | -4% | 10% | -8
CCc1[nH]nc2c1C1(CCN(C(=O)OCc3ccccc3)CC1)C(C#N)=C(N)O2 | -26% | 2 | -2% | 0.19µM* | -34% | 7% | 7
Cc1ccc(N(C)C(=O)C2CCN(S(=O)(=O)c3ccc4c(c3)oc(=O)n4C)CC2)cc1 | nt | -5 | -5% | 4% | 2% | 0% | -17
CN(CC(=O)NC1CCCCCC1)S(=O)(=O)c1ccc(F)cc1 | 25% | 6 | -7% | 42%[activator] | 3% | -14% | -5
O=c1c(-c2ccc(Oc3ccccc3)cc2)[n+]([O-])c2ccccc2n1OCc1ccccn1 | nt | 0 | -10% | ? | -2% | -2% | 5
O=C(O/N=C/c1ccc2c(c1)OCO2)c1ccc([N+](=O)[O-])cc1 | ? | 11 | 0% | 67%[activator] | 9% | 0% | 30
CN(C(=O)Oc1cccc2cccnc12)c1ccccc1 | -22% | 4 | 2% | ? | 3% | -1% | 19
COCc1[nH][nH]c(=O)c1C=Nc1ccc(Cl)cc1 | nt | -3 | -1% | 39%[activator] | 2% | 0% | 16
CC(C)(C)c1cc(-n2ccnc2)n2ncc(-c3ccc(Cl)cc3)c2n1 | 80%[activator] | 40* | 5% | 56%[activator] | -10% | 2% | 59*
Cc1cccc(/C=N/n2c(-c3ccccc3)n[nH]c2=S)c1O | 24% | 5 | ? | ? | -35% | -4% | 22
COc1ccccc1OCC(=O)NN=C(Cc1ccccc1)Cc1ccccc1 | ? | 20 | -5% | ? | 55% | -7% | 33
O=C(N/N=C\c1ccc(-c2ccc([N+](=O)[O-])cc2)o1)c1ccc2c(c1)OCO2 | 25% | 1 | -10% | -14% | -19% | 0% | 18
CCOC(=O)c1[nH]c2ccc(F)cc2c1NC(=O)CCN1CCOCC1 | -5% | -4 | 3% | -2% | -6% | 0% | -6
Cc1ccc(C)c(N(CC(=O)NC2CCCC2)C(=O)c2cc3cc4cccc(C)c4nc3s2)c1 | ? | 2 | 0% | ? | -17% | 5% | -5
Cc1ccc(S(=O)(=O)N(C)CC(=O)OCC(=O)Nc2ccccc2)cc1 | 18% | 4 | -2% | 52% | 0% | 5% | 10
NCC1(CC(=O)O)CCCCC1 | -4% | -2 | -9%[33.2 µM] | 0% | -13% | -1% | -7
CC[C@]12CCCN3CCc4c(n(c5ccccc45)C(=O)C1)[C@@H]32 | ? | nt | -6% | ? | 2% | nt | nt
CC[C@]1(c2ccccc2OC)ON(c2ccccc2C(F)(F)F)C1=O | 0.52µM* | nt | 1% | 0.41µM* | -19% | nt | nt
CCC(C)NC(=O)c1c(N)n(/N=C/c2cccs2)c2nc3ccccc3nc12 (stereo not drawn) | ? | 20 | nt | 10µM* | -51% | 1% | 107*
COc1ccc(C(=O)Nc2ccc(C3(C#N)CCCC3)cc2)cc1OC | 76%[activator] | 21* | -3% | 46%[activator] | 34% | -17% | nt
Cc1ccccc1NC1=C(Cl)C(=O)N(C2CCCCC2)C1=O | ? | 13* | 4% | ? | -46% | 1% | 14
Cc1cc(C)n(-c2cc(C(C)(C)C)nc3c(-c4ccc(Cl)cc4)cnn23)n1 | ? | 29* | -2% | ? | 60% | 2% | 64*
CC(C)(C)NC(=O)CSc1nnc(NC(=O)CCn2cnc3ccccc3c2=O)s1 | -19% | -2 | 7% | nt | -29% | 9% | -5
CCOC(=O)C1(Cc2ccc(Cl)cc2)CCN(C(C)CCn2cccn2)CC1 (stereo not drawn) | ? | -3 | -6% | 2% | 60%[activator] | 3% | -5
NC(=O)CC(NC(=O)Cc1ccc(Cl)cc1)c1ccc(N2CCC(Cc3ccccc3)CC2)c([N+](=O)[O-])c1 (stereo not drawn) | 33%[activator] | -1 | 2% | ? | -35% | 2% | 1
CCOC(=O)c1ccccc1NC(=O)COC(=O)C1CC(=O)N(c2ccc3c(c2)OCCO3)C1 (stereo not drawn) | 11% | nt | -14% | 0% | ? | nt | nt
NC(=O)CSc1nnc(-c2ccccc2Br)n1-c1cccc(C(F)(F)F)c1 | -11% | 1 | 1% | -16% | 40% | 3% | -11
Cc1ccc(C(=O)COC(=O)C(C)N2C(=O)C3C4CCC(C4)C3C2=O)cc1C (stereo not drawn) | -2% | -3 | -15% | 36%[activator] | -3% | 6% | -9
Cc1c(C#N)c2ccccc2n1CC(=O)NCCc1c[nH]c2ccccc12 | nt | -1 | 3% | 1% | -17% | 10% | 13
N#Cc1nc(COc2ccc(Br)cc2)oc1N1CCCCCC1 | nt | 9 | -1% | ? | -29% | -6% | -3
Cn1nc(-c2ccccc2)nc1-c1ccccc1 | 89%[activator] | nt | 0% | 225%[activator] | -9% | nt | nt
O=C(NNS(=O)(=O)c1cc(Cl)c(Cl)cc1Cl)c1cccnc1 | ? | 1 | -8% | 6% | -23% | 1% | -9
Oc1cccc(/C=C/c2ccc3cccc(O)c3n2)c1 | -31%[0.00184 µM] | 37* | -7% | -25% | -51% | 1% | 128*
O=C(O)CCC(=O)Nc1ccc(-n2ccc(C(F)(F)F)n2)cc1 | 1.7µM* | 25* | -5% | 58%[activator] | -11% | -2% | 42*
CCOc1ccc(NC(=O)C[n+]2ccc(N(C)C)cc2)cc1 | 0.66µM* | -3 | -2% | ? | -9% | 0% | -7
CCc1ccc(Nc2n[n+](-c3ccccc3)c(-c3ccc(N(CC)CC)cc3)s2)cc1 | ? | 35* | -6% | 3.3µM* | 5% | -2% | 51*
Cc1cccc(NC(=O)CSCC(=O)Nc2cc(Cl)ccc2N2CCN(C)CC2)c1 | ? | -2 | -10% | ? | 74%[activator] | 0% | -8
Oc1cccc(N2Cc3ccccc3C2)c1 | 6% | 11 | -8% | 22% | -55% | -23% | 31*
CC(=O)/C(C#N)=C1\NC(=O)C(Cc2ccc(C)c(C)c2)S1 (stereo not drawn) | -28% | 11 | -4% | ? | -26% | -2% | 34*
CC(C)N(C(=O)CSc1nnc(-c2ccc3c(c2)OCO3)n1C)C(C)C | 3% | 9 | 1% | ? | 0% | 1% | 15
CCOc1ccc(/C=N/Nc2ccc(Cl)nn2)c(O)c1 | 1.3µM* | 7 | -3% | ? | -18% | 1% | 58*
CCOc1cc(/C=C2\SC(=Nc3ccc(F)cc3)N(c3ccc(F)cc3)C2=O)ccc1OCC(=O)O | ? | -1 | nt | ? | 170%[activator] | 0% | -7
COc1ccc(C(=O)COc2ccc3ccc(=O)oc3c2)c(OC)c1 | -27% | -1 | -6% | ? | -16% | -2% | 10
CC(C)OP(=O)(c1ccc(N(C)C)cc1)C(Nc1ccccc1)c1ccccc1 (stereo not drawn) | 8.3µM* | -2 | 3% | ? | 142%[activator] | 4% | -5
COc1cccc(C2N(c3ccc(Cl)c(Cl)c3)C(=O)C3CCCN32)c1OC (stereo not drawn) | -12% | 1 | -11% | 19% | 150%[activator] | 10% | -29
Cc1cc(C)n(C(=O)c2ccc(C)c(Br)c2)n1 | 1% | -1 | 1% | 32%[activator] | -6% | -1% | 14
O=C(NNC1CC(=O)N(c2ccc3c(c2)OCCO3)C1=O)c1ccccc1 (stereo not drawn) | -6% | -3 | -1% | ? | -27% | 3% | -4
CCS(=O)(=O)n1nc(-c2ccc(OC)cc2)nc1N | 76%[activator] | 23* | 0% | 70%[activator] | -8% | 2% | 23
CN(CCOc1ccccc1)C(=O)c1cc(-c2ccco2)nc2ccccc12 | ? | nt | -22% | ? | -5% | nt | nt
O=C(Nc1ccc(F)cc1F)N1CCCN(c2ccc(C(F)(F)F)cn2)CC1 | 2% | -3 | 1% | 7% | 10% | -4% | -5
CCCOc1ccc(N2C(=O)CC(S/C(N)=N/N=C(\C)c3cccs3)C2=O)cc1 (stereo not drawn) | 11% | 1 | 2% | -6% | -36% | 6% | -11
O=[N+]([O-])c1ccc(-c2cnc(NO)nc2)cc1 | 12µM* | -2 | 2% | ? | -11% | 1% | 4
Cc1ccc(S(=O)(=O)CCN2CCC(n3cccc3)CC2)cc1 | -10% | 2 | -3% | 24% | 51% | 3% | 2
COc1ccc(OC)c(CN2CCN(C(=O)CCC(=O)c3cccs3)CC2)c1 | ? | nt | -4% | -19% | 23% | nt | nt
COC(=O)Nc1ccc(SCC(=O)c2cccc([N+](=O)[O-])c2)cc1 | 25% | 12 | 4% | 19% | -41% | 8% | 5
CC(C)c1ccc(NC2CCCN(C(=O)c3cnc4ccccn4c3=O)C2)cc1 (stereo not drawn) | -7% | 11 | -4% | -14% | 58% | 0% | -5
Cc1ccc(NC(=S)NC2CCN(Cc3ccccc3)CC2)c(C)c1 | ? | -6 | -5% | ? | -24% | 1% | -11
COCC(=O)n1nc(-c2ccccc2)nc1NCc1cccs1 | 26% | 33* | 2% | 28% | -26% | 2% | 63*
Cc1ccc(-c2noc(-c3ccoc3C)n2)cc1 | 156%[activator] | 49* | -6% | 16% | -7% | -27% | 83*

An excerpt from above in order of formula weight, rising:
SMILES | Pf growth 48h | Cycloheximide cs | Tb PYK inh | Pf growth 96h | AmpC no deterg | LmPK inh | Shiga toxin inh
Cc1ccc(S(=O)(=O)CCN2CCC(n3cccc3)CC2)cc1 | -10% | 2 | -3% | 24% | 51% | 3% | 2
COC(=O)Nc1ccc(SCC(=O)c2cccc([N+](=O)[O-])c2)cc1 | 25% | 12 | 4% | 19% | -41% | 8% | 5
CC(C)(C)c1cc(-n2ccnc2)n2ncc(-c3ccc(Cl)cc3)c2n1 | 80%[activator] | 40* | 5% | 56%[activator] | -10% | 2% | 59*
COc1ccc(NS(=O)(=O)NC(=O)c2c(C)n(C)c3ccccc23)cc1 | 28% | 24* | 2% | 8% | -10% | 3% | -6

Following part:
SMILES | Pf growth 48h | Cycloheximide cs | Tb PYK inh | Pf growth 96h | AmpC no deterg | LmPK inh | Shiga toxin inh
Cc1[nH]n(-c2ccc([N+](=O)[O-])cc2)c(=O)c1C=NCCN1CCN(C(=O)c2ccc(F)cc2)CC1 | nt | -3 | 3% | ? | -6% | -21% | -15
Clc1ccc(Cn2ncc3c(NCc4ccccc4)ncnc32)cc1 | ? | 8 | 0% | nt | -9% | 5% | -20
N#Cc1ccccc1NS(=O)(=O)c1cc2c3c(c1)CCN3C(=O)CC2 | -20% | nt | 1% | ? | 3% | nt | nt
C=CCN(Cc1ccco1)S(=O)(=O)c1ccc(Cl)cc1 | 1% | -2 | 3% | 41%[activator] | -4% | -9% | -10
O=C(Nc1ccccc1F)c1ccn[nH]1 | 98%[activator] | 22* | 6% | 51%[activator] | -15% | 4% | 47*

Compound activity (PubChem BioAssay)
